# EPAC1 ag = agonists of human EPAC1; O95398; EPAC1 agonist qHTS, biochemical assay; response scale: 100% = response to 6.5 mM cAMP; Potency, µM (top dose mostly 154 µM), for inactives: at the top dose activation, most hits filed as activators; hit rate 0.073% among 360,000; AID 720707; further: nearly all actives have a fitted effect of over 60% in size
#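 Normalized to 6.5 mM cAMP, activity reflects EPAC1-catalysed release of BODIPY-GDP from Rap1B, followed kinetically over 30 min at 480 nm excitation, 540 nm emission. Reaction contained 100 nM EPAC1, 250 nM Rap1B-BODIPY-GDP, 50 uM GDP.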
# TDP-43 yeast inh = inhibitors of TDP-43 toxicity in yeast | AID 652104 | hit rate 1.8% among 410,000 | Potency, µM (doses to about 46.1 µM), for inactives: top-dose growth rescue (activation), actives largely listed as activators | TDP-43 expressing yeast growth rescue, BacTiter-Glo, 24 h; further: % of control where 0% means no effect; nearly all actives have a fitted effect of over 50% in size
#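 Growth rescue of TDP-43-toxic yeast measured as ATP luminescence (BacTiter-Glo). Cells grown to mid-log in raffinose, induced in galactose at OD600=0.02, exposed to compound 24 hr at 30 deg C.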
# EPAC1 antagonist = antagonists of human EPAC1; O95398; Potency, µM (highest dose often 115 µM), without a hit: at the top dose activity change, negative = inhibition, usual class: inhibitors; EPAC1 GEF assay, Rap1b-BODIPY-GDP exchange fluorescence; hit rate 0.14% among 360,000;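 further: plate controls were vehicle for no effect and positive control for full effect; nearly all actives have a fitted effect of over 50% in size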
# PTHR1 ag = activates the human parathyroid hormone receptor PTHR1 | Potency, µM (highest dose often 115 µM), inactives show at the top dose activation, most hits filed as activators | HEK293 GP2 PTHR1 cells, GloSensor cAMP luminescence, 1 h | hit rate 0.075% among 410,000; further: nearly all actives have a fitted effect of over 55% in size; some results filed as inactive show a strong effect at the top dose; inactives centre near -15; many of its hits are not listed in these tables
#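 HEK-293-derived GP2 cells expressing PTHR1 and a GloSensor cAMP reporter, 3,000/well, plated overnight, given luciferin plus IBMX (each 0.5 mM as added) for 1 h at 37 °C, then compound for 1 h at 37 °C. Luminescence was read after 15 min at room temperature.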
# FUS suppressor = rescues growth of FUS-expressing yeast. AID 1347120. hit rate 0.24% among 390,000. Potency, µM (titrated, usually from 76.6 µM), for inactives: top-dose growth rescue (activation), actives largely listed as activators. S. cerevisiae FUS-expressing, growth rescue, OD600, 24 h;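 further: plate controls were DMSO vehicle for no effect and reference control for full effect; nearly all actives have a fitted effect of over 55% in size; some results filed as inactive show a strong effect at the top dose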
#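 Quantitative HTS measuring growth restoration of FUS-toxic yeast. Galactose-induced cells (OD 0.005) were exposed 24hr at 30C to compounds at several concentrations, then absorbance at 600 nm was recorded.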
# EPAC2 ag = agonists of human EPAC2 (RAPGEF4); Potency, µM (highest dose often 154 µM), for inactives: top-dose activation, most hits filed as activators; EPAC2 activation, biochemical qHTS; response scale: 100% = 6.5 mM cAMP response; Q8WZA2; hit rate 0.079% among 360,000; further: nearly all actives have a fitted effect of over 50% in size
# Target sequence (Q8WZA2 whole entry, looked up): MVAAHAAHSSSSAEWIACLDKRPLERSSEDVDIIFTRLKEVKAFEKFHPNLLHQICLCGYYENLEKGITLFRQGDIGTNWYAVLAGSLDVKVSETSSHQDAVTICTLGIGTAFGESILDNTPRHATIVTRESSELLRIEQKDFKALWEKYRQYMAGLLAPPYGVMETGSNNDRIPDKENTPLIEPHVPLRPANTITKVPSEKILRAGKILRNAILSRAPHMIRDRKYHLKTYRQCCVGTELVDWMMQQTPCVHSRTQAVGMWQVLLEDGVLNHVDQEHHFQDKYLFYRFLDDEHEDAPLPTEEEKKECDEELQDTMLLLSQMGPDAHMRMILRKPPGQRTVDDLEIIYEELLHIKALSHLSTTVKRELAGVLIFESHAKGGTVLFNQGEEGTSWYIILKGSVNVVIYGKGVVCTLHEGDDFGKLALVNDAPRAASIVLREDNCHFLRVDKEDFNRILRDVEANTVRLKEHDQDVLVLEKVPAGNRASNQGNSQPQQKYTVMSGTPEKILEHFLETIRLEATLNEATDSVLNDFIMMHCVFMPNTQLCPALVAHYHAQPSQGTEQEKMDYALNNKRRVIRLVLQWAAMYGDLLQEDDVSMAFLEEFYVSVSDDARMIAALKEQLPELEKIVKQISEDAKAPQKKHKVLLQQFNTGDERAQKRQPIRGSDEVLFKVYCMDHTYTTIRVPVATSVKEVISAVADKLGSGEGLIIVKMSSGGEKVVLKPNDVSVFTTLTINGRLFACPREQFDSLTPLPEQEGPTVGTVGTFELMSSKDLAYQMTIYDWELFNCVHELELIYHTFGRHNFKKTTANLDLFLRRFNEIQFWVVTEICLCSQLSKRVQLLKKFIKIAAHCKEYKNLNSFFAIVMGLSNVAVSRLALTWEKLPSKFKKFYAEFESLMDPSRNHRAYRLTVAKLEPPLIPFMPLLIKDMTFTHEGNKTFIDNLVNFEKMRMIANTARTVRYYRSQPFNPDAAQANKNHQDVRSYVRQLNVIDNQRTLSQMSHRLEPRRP
#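 qHTS, titration series. 100 nM EPAC2 / 250 nM Rap1B-BODIPY-GDP / 50 uM GDP; RT; ex 480/em 540 nm, 5-min reads to 30 min. Norm. to 6.5 mM cAMP = activation.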
# aSyn rescue = alpha-synuclein toxicity inhibition in yeast | Yeast expressing alpha-synuclein, growth rescue, BacTiter-Glo, 24 h | Potency, µM (highest dose often 46.1 µM), for the others: top-dose growth rescue (activation), hits mostly activators | hit rate 0.14% among 370,000; further: % of control where 0% means no effect; nearly all actives have a fitted effect of over 65% in size
#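 Readout is rescue of growth in alpha-synuclein-expressing yeast, so inhibitors of toxicity appear as activators. Growth after 24 hr at 30 deg C in galactose medium is quantified by luminescence.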
# EPAC2 antag = antagonists of human EPAC2. Q8WZA2. EPAC2 GEF exchange of Rap1B-BODIPY-GDP, fluorescence. Potency, µM (titrated, usually from 114 µM), for the others: top-dose activity, negative = inhibition, usual class: inhibitors. hit rate 0.18% among 360,000; further: on the % scale 0 is the no-effect control and ±100 the full control effect; nearly all actives have a fitted effect of over 45% in size; many of its hits are not listed in these tables
# * hit, by the source's call; i = inactive; ? = inconclusive; / = not tested or not shown; [ ] = another dose, or the depositor's remark. The call rests on the fitted dose curve; in most records, active means well fitted curve in the direction sought with a large enough effect; inconclusive means small, poorly fitted or top-dose-only effect, or another doubt; inactive means no such curve, though single readings can be large; an effect the other way counts as inactive or inconclusive. Potency means the concentration at half of the fitted maximal effect. These rows are one share of the data; count on the stated rates, not on these rows.
# Start of the data: the first seven entries as a preview:
Structure	EPAC1 ag	TDP-43 yeast inh	EPAC1 antagonist	PTHR1 ag	FUS suppressor	EPAC2 ag	aSyn rescue	EPAC2 antag
Cn1cc(/C=C2\SC(=O)NC2=S)c2ccccc21	8%	-19%	12%	?	43%	4%	-3%	0%
CCC(C)(C)NC(=O)C(c1ccncc1)N(C(=O)c1sc(C)nc1C)c1ccc(F)cc1 (configuration not stated)	-1%	-9%	16%	i	-7%	-2%	-1%	8%
COc1ccccc1C(=O)NCCC(=O)NCCOc1ccccc1	-1%	15%	13%	i	0%	-1%	-3%	1%
Cc1nn(-c2ccccc2)c(N2CCCC2)c1/C=N/Nc1ccc(S(=O)(=O)Nc2ccccc2)cc1[N+](=O)[O-]	-6%	-1%	?	i	/	-27%	-4%	-16%
CN1CCN(c2ccc(S(=O)(=O)N3CCCCC3)cc2NC(=O)COc2ccc(F)cc2)CC1	?	12%	-15%	-22%	18%	4%	-2%	-6%
CN(c1ccccc1)c1nc(N)c([N+](=O)[O-])c(N2CCCC2)n1	11%	?	-5%	i	18%	10%	2%	-28%
CCCCOc1ccc(CSCCN=C(N)N)cc1	-3%	-5%	?	i	21%	12%	1%	3%

# Results (from the top)
Structure	EPAC1 ag	TDP-43 yeast inh	EPAC1 antagonist	PTHR1 ag	FUS suppressor	EPAC2 ag	aSyn rescue	EPAC2 antag
Cn1cc(/C=C2\SC(=O)NC2=S)c2ccccc21	8%	-19%	12%	?	43%	4%	-3%	0%
CCC(C)(C)NC(=O)C(c1ccncc1)N(C(=O)c1sc(C)nc1C)c1ccc(F)cc1 (configuration not stated)	-1%	-9%	16%	i	-7%	-2%	-1%	8%
COc1ccccc1C(=O)NCCC(=O)NCCOc1ccccc1	-1%	15%	13%	i	0%	-1%	-3%	1%
Cc1nn(-c2ccccc2)c(N2CCCC2)c1/C=N/Nc1ccc(S(=O)(=O)Nc2ccccc2)cc1[N+](=O)[O-]	-6%	-1%	?	i	/	-27%	-4%	-16%
CN1CCN(c2ccc(S(=O)(=O)N3CCCCC3)cc2NC(=O)COc2ccc(F)cc2)CC1	?	12%	-15%	-22%	18%	4%	-2%	-6%
CN(c1ccccc1)c1nc(N)c([N+](=O)[O-])c(N2CCCC2)n1	11%	?	-5%	i	18%	10%	2%	-28%
CCCCOc1ccc(CSCCN=C(N)N)cc1	-3%	-5%	?	i	21%	12%	1%	3%
O=C(CC(=O)N/N=C/c1ccccc1)NCc1ccccc1	-9%	5%	-22%	-3%	7%	-2%	-4%	5%
CC1CCCC(NC(=O)CSc2nnnn2C)C1C (configuration not stated)	0%	-12%	11%	i	-12%	3%	-10%	8%
CC(C)S(=O)(=O)c1cnc(N2CCOCC2)nc1N	10%	-9%	?	i	8%	8%	0%	2%
CCC1CCCCN1S(=O)(=O)c1c(C)n(C)c(=O)n(C)c1=O (configuration not stated)	5%	16%	3%	i	-15%	5%	1%	-6%
CCOC(=O)N1CCC(c2[nH][nH]c(=O)c2C)CC1	19%	1%	0%	i	1%	3%	1%	-6%
Clc1ccc(C2CC(c3cccs3)n3ncnc3N2)cc1 (configuration not stated)	4%	21%	-18%	i	14%	4%	7%	-6%
O=C(COC(=O)Cn1cnc2ccccc21)NCCc1ccccc1	14%	-1%	-3%	-9%[57.5 µM]	6%	-4%	-2%	6%
CNS(=O)(=O)c1cc(N)ccc1C	6%	-3%	-25%	i	0%	2%	-22%	-18%
Cc1nn(C)cc1CNC(=O)c1cnn2c(C(F)F)cc(C3CC3)nc12	5%	1%	2%	-11%	-39%	0%	4%	-4%
NC(=O)CSc1nnc(-c2ccco2)n1-c1ccccc1	-7%	1%	3%	-32%[inhibitor]	-29%	1%	1%	5%
CC(C)c1cccc(C(C)C)c1NC(=S)Nc1cccc(Cl)c1	3%	-14%	6%	i	18%	12%	-1%	0%
Cn1nnnc1SCC(=O)c1ccco1	5%	-3%	0%	-20%[57.5 µM]	2%	8%	-3%	-4%
Cc1ccc(CN2CCN(/N=C/c3sccc3C)CC2)c(C)c1	14%	10%	-18%	-27%	/	5%	-7%	-7%

# Three entries from above, arranged by length of the SMILES, descending.
Structure	EPAC1 ag	TDP-43 yeast inh	EPAC1 antagonist	PTHR1 ag	FUS suppressor	EPAC2 ag	aSyn rescue	EPAC2 antag
Cn1cc(/C=C2\SC(=O)NC2=S)c2ccccc21	8%	-19%	12%	?	43%	4%	-3%	0%
CCCCOc1ccc(CSCCN=C(N)N)cc1	-3%	-5%	?	i	21%	12%	1%	3%
CNS(=O)(=O)c1cc(N)ccc1C	6%	-3%	-25%	i	0%	2%	-22%	-18%

# Continuation.
Structure	EPAC1 ag	TDP-43 yeast inh	EPAC1 antagonist	PTHR1 ag	FUS suppressor	EPAC2 ag	aSyn rescue	EPAC2 antag
COc1cc2c(cc1OC)CN(C(=O)C1CCCN1S(=O)(=O)c1ccc(C)cc1)CC2 (configuration not stated)	1%	-9%	?	-30%	10%	0%	10%	-12%
COc1ccc(N2CCN(c3cnc4ccccc4n3)CC2)cc1	-2%	18%	-23%	-83%[inhibitor]	0%	1%	0%	-14%
CCOC(=O)C(Cc1ccccc1)C(=O)Nc1ccc(NC(=O)C(Cc2ccccc2)C(=O)OCC)cc1 (configuration not stated)	-15%	8%	3%	-4%	-1%	3%	-19%	15%
COc1cc(CNCCN(C)C)ccc1OCc1c(F)cccc1Cl	-3%	-12%	-3%	-6%	0%	2%	0%	-1%
CCN(CC)S(=O)(=O)c1ccc(O)c(C(=O)OCC(=O)NC2CCCC2)c1	5%	-15%	-17%	i	27%	-2%	7%	-8%
O=C(NCCN1CCOCC1)c1ccccc1OCc1ccccc1	7%	0%	10%	8%	25%	0%	-3%	15%
CCOC(=O)/C(C#N)=C/c1ccc(OCC(=O)Nc2ccccc2)c(OC)c1	-7%	18%	0%	-13%	1%	1%	-5%	-3%
CC(=O)/C(C(=N)N1CCN(c2cccc(Cl)c2)CC1)=C(\C)O	-5%	-16%	19%	i	1%	4%	1%	16%
O=c1[nH]c2ccccc2nc1Cc1ccc([N+](=O)[O-])cc1	-11%	-46%	-7%	-6%	-7%	-5%	1%	2%
COCCNC(=O)c1ccc(C2SCC(=O)N2CCc2ccccc2)cc1 (configuration not stated)	7%	6%	-17%	-14%	9%	14%	0%	5%
Cc1ccc2c(c1)NCC(C(=O)NCc1ccccc1)O2 (configuration not stated)	12%	20%	13%	-18%	-23%	18%	5%	6%
OC(CCN1CC2CCC(CC2)C1)(Cc1ccccc1)c1ccco1 (configuration not stated)	6%	20%	-9%	i	19%	7%	-7%	-4%
O=C(COC(=O)C1CCCN1C(=O)c1cccs1)c1ccccc1 (configuration not stated)	-1%	-24%	11%	i	-23%	1%	0%	20%[57.1 µM]
CC1(C)OC(=O)C2=C(C[C@@H](CCOCc3ccccc3)O[C@H]2c2ccc(F)cc2)O1	3%	2%	-11%	-35%[inhibitor]	36%	12%	7%	-19%
COc1ccc2c(c1)c(=O)oc1cc(OCC(=O)N3CCc4ccccc4C3)ccc12	5%	8%	-1%	i	34%	-11%	5%	-19%
COc1ccc(CNc2ccc3c(c2)ncn3-c2ccccc2OC)cc1	20%	-12%	-16%	-18%[57.5 µM]	28%	27%	-5%	-6%
Cc1cc(C2=NNC(=NC3CC3)SC2)c(C)n1-c1ccccc1	-22%	-3%	-12%	-45%	?	-12%	-1%	7%
COc1ccccc1C(CNC(=O)C(CCSC)NC(=O)c1ccccc1Cl)N1CCCC1 (configuration not stated)	0%	-16%	-1%	-6%	17%	-9%	4%	1%
O=C(Nc1nnc(COc2ccc(Cl)cc2)s1)C1CCCO1 (configuration not stated)	1%	?	-8%	i	-15%	2%	2%	-5%
Cc1cccc(-n2c(SCC(=O)Nc3ncc(Cl)cc3Cl)nc3ccccc32)c1	14%	25%	-22%	-1%	?	4%	5%	-1%
COc1ccccc1-n1cnnc1SCC(=O)N1CC(=O)Nc2ccccc21	3%	-10%	11%	i	1%	0%[15.6 µM]	-6%	0%
COc1ccc(Cc2nc3ccc(C(=O)NC(C)c4cn(C)nc4C)cc3o2)cc1 (configuration not stated)	18%	1%	8%	i	10%	-1%	2%	-8%
O=C(O)COc1ccc2c(c1)OCCO2	2%	-5%	-11%	i	0%	9%	0%	3%
O=C(NCc1ccco1)c1cccc(S(=O)(=O)N2CCCCC2)c1	-6%	-1%	-9%	i	-19%	0%	-3%	6%
CCCC#Cc1cnc2c(c1)C(=O)N([C@H](C)CO)C[C@@H](C)[C@H](CN(C)S(=O)(=O)c1cccc(OC)c1)O2	-19%	?	-22%	-21%	?	10%	1%	-9%
Cc1ccccc1NCc1ccc(O)c2ncccc12	-1%	-14%	1%	10%[57.5 µM]	8%	1%	-7%	7%
Cc1ccc(C(=O)n2ncn(C)c2=S)cc1	13%	0%	2%	-3%	-22%	14%	-4%	-4%
CCN(CC)S(=O)(=O)c1cccc(-c2nnc(-c3ccc(C)cc3)o2)c1	11%	-9%	-3%	-26%[57.5 µM]	22%	6%	-1%	-5%
CCOC(=O)[C@@H]1[C@H]2COc3cc(OC)ccc3[C@@H]2N2C(=O)N(c3ccc(OC)cc3)C(=O)[C@]12C	-1%	10%	-14%	-15%	42%	6%	6%	?
Nc1ccc2nc(-c3ccccc3)c(-c3ccccc3)nc2c1	-4%	16%	?	-2%	24%	27%	2%	-9%
O=C(Nc1ccc2c(c1)OCCO2)C1CCN(C(=O)c2ccc(Br)cc2)CC1	-1%	-8%	2%	-18%[57.5 µM]	?	7%	4%	-2%
COc1ccc(C2Nc3ccccc3C(=O)N2O)cc1CN1CCOCC1 (configuration not stated)	9%	-2%	2%	-19%	5%	-4%	-4%	-1%
Cc1ccc(C(C(=O)NC(C)(C)C)N(Cc2cccnc2)C(=O)C(=O)NC2CCCCC2)o1 (configuration not stated)	0%	-15%	-7%	-16%	2%	-2%	-6%	0%
O=C(Nc1ccc(F)cc1)c1nsc(Cl)c1Cl	-4%	0%	-4%	-16%[57.5 µM]	6%	15%	1%	8%
